Screening data: PubChem BioAssay, several laboratories
CRFR2-BP antag – blocks CRF-induced signaling of the CRF-BP/CRF-R2 complex | inhibition, % at 11.8 µM | AID 588475 | HEK293 CRF-R2/CRF-BP, CRF-induced calcium fluorescence | 0.59% of 350,000 active;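 active means inhibition of the ligand-induced calcium signal above about 50% at the single tested concentration, limit read from the data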
M4 ag – CHRM4 agonism in calcium assay | CHO-K1 hM4/Gqi5, Fluo-8 calcium fluorescence; vehicle 0%, full acetylcholine response 100% | P08173 | activation, % at 3 µM | 0.14% of 360,000 active;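 active means activation above the run mean over all test wells plus 3 SD, cut at about 32% in these data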;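 further: peak over basal fluorescence ratio per well then scaled between controls; 0% = DMSO wells and 100% = acetylcholine at EC100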
M4 PAM – positive allosteric modulators of human muscarinic M4 receptor; P08173; CHO-K1 hM4/Gqi5, Fluo-8 calcium fluorescence, ACh EC20; 0% = ACh EC20, 100% = maximal ACh; activation, % at 3 µM; 0.4% of 360,000 active; AID 624126;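 active means activation above its plate's cutoff, the mean activation of sample wells plus 3 SD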; further: some results filed as inactive read as strong as hits
M4 antag – antagonists of human muscarinic M4 receptor (CHRM4); 0.73% of 360,000 active; AID 624125; inhibition, % at 3 µM; CHO-hM4 cells, ACh EC80, Fluo-8 calcium fluorescence; P08173;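 active means inhibition above its plate's cutoff, the mean inhibition of sample wells plus 3 SD, cut at about 27% in these data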;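 further: 0% = acetylcholine EC80 with DMSO and 100% = DMSO without agonist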
CRFBP-R2 agonist – agonists of human CRF-binding protein/CRF-R2 receptor complex. 0.46% of 350,000 active. AID 588473. activation, % at 13.2 µM. HEK293 CRF-R2/CRF-BP, calcium dye fluorescence (FLIPR); percent of saturating CRF peptide response;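 active means activation of at least 50%, plus an integration ratio under a set limit after plate pattern correction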;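 further: plate controls were neutral control wells without compound for no effect and CRF at EC100 for full effect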
M5 PAM – potentiates acetylcholine response at human M5 receptor; P08912; CHO-K1 hM5, Fluo-8 calcium, ACh EC20 PAM; 0% = ACh EC20, 100% = ACh EC100; activation, % at 3 µM; 0.3% of 360,000 active;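 active means activation above the run cutoff, the mean activation of all test compounds plus 3 SD, cut at about 18% in these data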
Target sequence (P08912 whole entry, looked up): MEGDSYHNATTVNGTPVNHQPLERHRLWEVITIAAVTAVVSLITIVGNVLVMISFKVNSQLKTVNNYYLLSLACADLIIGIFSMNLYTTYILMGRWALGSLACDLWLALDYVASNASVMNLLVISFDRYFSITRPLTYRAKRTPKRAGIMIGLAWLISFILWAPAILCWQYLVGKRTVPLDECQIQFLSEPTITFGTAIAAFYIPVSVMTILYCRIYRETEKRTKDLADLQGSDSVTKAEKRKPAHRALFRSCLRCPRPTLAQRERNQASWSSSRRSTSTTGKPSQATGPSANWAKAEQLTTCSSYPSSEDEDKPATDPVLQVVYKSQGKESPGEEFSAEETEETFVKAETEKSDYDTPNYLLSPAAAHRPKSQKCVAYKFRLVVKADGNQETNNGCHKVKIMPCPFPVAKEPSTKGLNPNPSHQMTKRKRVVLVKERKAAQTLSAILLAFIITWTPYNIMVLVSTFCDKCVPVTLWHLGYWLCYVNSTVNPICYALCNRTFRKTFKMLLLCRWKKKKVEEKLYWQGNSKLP
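Assay system: CHO-K1 hM5 cells / Incubation: Fluo-8 loading 80 min at 37 °C plus 30 min room temperature / Technique: Fluo-8 calcium dye fluorescence, kinetic read / Repeats: single replicate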
CHRM5 antagonist – CHRM5 antagonism in calcium assay. P08912. CHO-hM5 cells, Fluo-8 calcium fluorescence, ACh EC80. inhibition, % at 3 µM. 0.59% of 360,000 active;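 active means inhibition above a per-plate cutoff, the mean of that plate's test compounds plus 3 SD, cut at about 27% in these data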;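 further: 0% = acetylcholine EC80 with DMSO and 100% = DMSO without agonist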
M1 PAM – human CHRM1 positive allosteric modulation. P11229. CHO-K1 hM1, Fluo-8 calcium fluorescence, ACh EC20; 0% = ACh EC20, 100% = maximal ACh. activation, % at 3 µM. 0.088% of 360,000 active; in the data active means activation above about 19%, passing the limit was not always enough
M5 ag – CHRM5 agonism in calcium assay; P08912; activation, % at 3 µM; CHO-K1 hM5 cells, Fluo-8 calcium fluorescence; 0% DMSO wells, 100% maximal acetylcholine response; 0.19% of 360,000 active;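 active means activation above the run's mean over test compounds plus 3 SD, cut at about 23% in these data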;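 further: signal is peak over basal fluorescence ratio across the kinetic read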
The depositor's hits bear a star; · = no result given.

item	canonical_smiles	CRFR2-BP antag	M4 ag	M4 PAM	M4 antag	CRFBP-R2 agonist
1	COc1ccc(S(=O)(=O)c2c[nH]c(=S)[nH]c2=O)cc1Cl	11	0	2	7	3.9
2	CCOc1ccc(NC(=O)c2cc([N+](=O)[O-])ccc2N2CCOCC2)cc1	14	1	10	-12	1.9
3	O=c1c2c3nc4ccccc4nc3n(Cc3ccccc3)c2ncn1Cc1ccco1	-58	3	-4	3	0.9
4	O=c1[nH]c2ccccc2n1C1=CCCC1	-8	0	10	2	-1.9
5	Cc1ccc(C)[n+](CC(=O)c2ccc(-c3ccccc3)cc2)c1	-16	1	-6	3	0.5
6	COc1ccc(Nc2nc(NCc3cccs3)nc3ccsc23)cc1OC	·	15	-7	-2	·
7	C[C@H](CO)N1C[C@H](C)[C@@H](CN(C)C(=O)Nc2ccc(C(F)(F)F)cc2)Oc2c(NC(=O)Nc3ccc4c(c3)OCO4)cccc2C1=O	-11	4	6	-12	0.3
8	CCOCc1nnc(NC(=O)CSCc2ccccc2)s1	-18	-1	14	-5	1.2
9	CSc1cccc(NC(=S)N(CCCN2CCCC2)Cc2cccn2Cc2ccc(Cl)cc2)c1	-22	9	-25	0	6.5
10	COc1ccc(/C=C2/C(=O)N(c3ccccc3)N=C2C)cc1	-9	6	3	3	1.3

item	M5 PAM	CHRM5 antagonist	M1 PAM	M5 ag
1	-1	7	7	-2
2	10	-8	11	-3
3	9	4	10	4
4	-2	-2	7	-3
5	4	-7	-34	-9
6	-10	8	-13	4
7	-8	5	11	2
8	-2	9	7	0
9	-6	10	-7	-16
10	4	-2	20	7

item	canonical_smiles	CRFR2-BP antag	M4 ag	M4 PAM	M4 antag	CRFBP-R2 agonist
11	Cn1nc(-c2ccc(C(=O)NCC3CCCO3)cc2)c2ccccc2c1=O (stereo unspecified)	16	4	6	-7	-2.8
12	C[C@@H](NC(=O)c1nc[nH]c1C(=O)N(C)Cc1ccccc1)c1ccccc1	2	2	7	-9	-3.1
13	O=C(COC(=O)CC(c1ccccc1)c1ccccc1)NCc1ccccc1	17	4	0	-17	0.3
14	O=S(=O)(c1ccccc1)N1CCC(O)(CN2CCN(c3ccccc3)CC2)CC1	5	1	-4	-6	-2.1
15	CC(=O)c1ccccc1NC(=O)COC(=O)CSCC(=O)Nc1cc(C)on1	-3	2	0	0	3.5
16	N#CC(=C(O)COC(=O)CCC1CCCCC1)c1nc2ccccc2[nH]1	-13	1	8	-1	1.8
17	Cc1ccc(C2(C)NC(=O)N(CC(=O)Nc3ccc(S(=O)(=O)Nc4nccs4)cc3)C2=O)cc1 (stereo unspecified)	15	0	4	-8	2.9
18	CC1(C(=O)NCc2ccccc2)CN(S(C)(=O)=O)CC(=O)N1CC(F)(F)F (stereo unspecified)	·	3	1	-9	·
19	CCc1nnc(NC(=O)C2CCC2)s1	-3	0	1	-3	-1.0
20	CN(C)CCSc1nc(O)c(-c2ccccc2)c(=O)n1-c1ccccc1	-2	1	-2	3	-1.6

item	M5 PAM	CHRM5 antagonist	M1 PAM	M5 ag
11	5	-1	6	0
12	7	-5	5	0
13	-3	1	3	-3
14	4	9	5	-5
15	2	3	4	2
16	8	9	9	6
17	-4	6	15	0
18	-1	4	·	0
19	1	8	7	-4
20	3	3	10	1

Entries listed so far containing two or more sulfur atoms (five):
item	canonical_smiles	CRFR2-BP antag	M4 ag	M4 PAM	M4 antag	CRFBP-R2 agonist
1	COc1ccc(S(=O)(=O)c2c[nH]c(=S)[nH]c2=O)cc1Cl	11	0	2	7	3.9
6	COc1ccc(Nc2nc(NCc3cccs3)nc3ccsc23)cc1OC	·	15	-7	-2	·
8	CCOCc1nnc(NC(=O)CSCc2ccccc2)s1	-18	-1	14	-5	1.2
9	CSc1cccc(NC(=S)N(CCCN2CCCC2)Cc2cccn2Cc2ccc(Cl)cc2)c1	-22	9	-25	0	6.5
17	Cc1ccc(C2(C)NC(=O)N(CC(=O)Nc3ccc(S(=O)(=O)Nc4nccs4)cc3)C2=O)cc1 (stereo unspecified)	15	0	4	-8	2.9

item	M5 PAM	CHRM5 antagonist	M1 PAM	M5 ag
1	-1	7	7	-2
6	-10	8	-13	4
8	-2	9	7	0
9	-6	10	-7	-16
17	-4	6	15	0

Next results follow:
item	canonical_smiles	CRFR2-BP antag	M4 ag	M4 PAM	M4 antag	CRFBP-R2 agonist
21	CCOC(=O)c1cccc(NC(=O)CCc2c(C)nc3ncnn3c2C)c1	10	1	-5	0	-1.2
22	Cc1c(NC(=O)CSc2nnc(-c3ccncc3)n2C)c(=O)n(-c2ccccc2)n1C	-9	0	2	6	-1.2
23	Clc1cccc(-c2ccnc3nc(-n4cccc4)nn23)c1	17	-2	-1	4	-1.0
24	CCN1C(=O)C(CC(=O)NC2CCCCC2)N(CC)C1=O (stereo unspecified)	22	0	6	4	-1.2
25	Oc1ccccc1/C=N/n1c2ccccc2c2ccccc21	14	-1	6	-2	-0.5
26	O=C1NCCCN1C1OC(CO)C(O)C1O (stereo unspecified)	14	2	10	-10	-2.0
27	COc1ccc(N2CCC(CNC(=O)Nc3ccccc3)C2)cc1 (stereo unspecified)	-4	5	9	-14	-1.6
28	Cc1c(Cl)c([N+](=O)[O-])nn1CC(=O)NCC(C)C	3	0	8	3	0.3
29	COc1ccc(N2C(=O)C3CCCN3C2c2cc(OC)c(OC)cc2OC)cc1 (stereo unspecified)	-8	0	8	-9	-1.6
30	Cc1c(CC(=O)O)c(=O)oc2c(C)c(OCc3ccccc3)ccc12	5	1	-3	7	-1.7

item	M5 PAM	CHRM5 antagonist	M1 PAM	M5 ag
21	-6	-1	-5	-2
22	0	2	-2	-1
23	3	-8	-1	-3
24	6	0	7	2
25	1	-4	4	-3
26	6	-6	7	6
27	-5	-7	-1	0
28	6	2	13	-1
29	0	0	7	2
30	-3	12	2	-1

item	canonical_smiles	CRFR2-BP antag	M4 ag	M4 PAM	M4 antag	CRFBP-R2 agonist
31	CC12CCC(C(=O)Nc3ccncc3)(CC1O)C2(C)C (stereo unspecified)	13	0	0	-4	-1.4
32	O=C(Nc1cc(NC(=O)c2ccccc2F)ccc1Cl)c1ccccc1	2	3	-2	-11	-3.6
33	CCOC(=O)CSc1nc(C)cc(C)c1C(N)=O	3	0	5	-3	3.1
34	CCC(C(=O)NCc1ccc(F)cc1)n1nc(C)n2c(cc3occc32)c1=O (stereo unspecified)	-12	0	-2	0	1.4
35	CCC(=O)Nc1cc(-c2nn(CC(=O)N3CCCCC3)c(=O)c3ccccc23)ccc1N1CCOCC1	9	1	11	4	0.1
36	CCn1c(CSc2nc3ccccc3s2)nnc1SCC(N)=O	8	1	6	5	0.9
37	COc1ccccc1NS(=O)(=O)c1ccc(C(=O)NCC(c2ccco2)N2CCCCC2)cc1 (stereo unspecified)	-3	4	-5	-20	0.0
38	CC(=O)Nc1ccc(S(=O)(=O)n2cnc(C)c2)cc1	-11	0	19	4	5.1
39	O=C(Nc1ccc2nccnc2c1)c1ccco1	2	1	9	-2	0.5
40	Nc1ccc(-c2cc3ccccc3c(=O)o2)cc1	4	1	-6	8	-3.9

item	M5 PAM	CHRM5 antagonist	M1 PAM	M5 ag
31	8	0	10	1
32	7	3	3	-7
33	1	7	0	-4
34	-2	5	2	-7
35	4	-8	13	1
36	-1	7	4	1
37	3	-2	-13	-9
38	5	7	14	-1
39	2	8	5	0
40	-6	9	-4	2

Whole records, looked up by structure:
Entry for Clc1cccc(-c2ccnc3nc(-n4cccc4)nn23)c1 : CRFR2-BP antag = 17; M4 ag = -2; M4 PAM = -1; M4 antag = 4; CRFBP-R2 agonist = -1.0; M5 PAM = 3; CHRM5 antagonist = -8; M1 PAM = -1; M5 ag = -3
Entry for O=C1NCCCN1C1OC(CO)C(O)C1O (stereo unspecified) : CRFR2-BP antag = 14; M4 ag = 2; M4 PAM = 10; M4 antag = -10; CRFBP-R2 agonist = -2.0; M5 PAM = 6; CHRM5 antagonist = -6; M1 PAM = 7; M5 ag = 6

Going on with the list:
item	canonical_smiles	CRFR2-BP antag	M4 ag	M4 PAM	M4 antag	CRFBP-R2 agonist
41	COCc1cc(C)nc2sc(C(=O)OC)c(N)c12	-17	0	11	-3	-0.1
42	Cc1ccc(-n2c(SCC(N)=O)nnc2-c2cnccn2)cc1	8	0	1	5	-0.2
43	CCN(Cc1ccccc1)C(=O)C1CCN(CC2CC=CCC2)CC1 (stereo unspecified)	28	1	-6	14	-2.7
44	CCOc1ccc(OCC(O)CNC2CCN(Cc3ccccc3)CC2)cc1 (stereo unspecified)	-28	6	2	-1	-2.9
45	CCOc1ccccc1NC1=C(Cl)C(=O)N(c2ccc(OC)cc2)C1=O	0	-1	9	-7	0.1
46	CC1CCN(c2c(NCC3CCC(C(=O)NCCc4ccc(Cl)cc4)CC3)c(=O)c2=O)CC1 (stereo unspecified)	9	-2	5	-21	-0.5
47	CC(C)CN1CC(Br)C(=O)NC1=O (stereo unspecified)	-4	0	3	1	2.4
48	COc1ccc(C(C)(C)C)cc1NC(=O)CCN1C(=O)C2CCCCC2C1=O (stereo unspecified)	-2	2	8	-5	0.8
49	COc1cccc(/C=C/C(=O)NNC(=O)c2ccncc2)c1OC	-3	1	3	0	0.0
50	O=C(Nc1cccc(C(F)(F)F)c1)C1Cc2c(-c3ccc(Cl)cc3)ccnc2O1 (stereo unspecified)	·	1	17*	-37	·
51	O=C1CC(N2CCN(c3nc4ccccc4s3)CC2)C(=O)N1c1ccc(F)cc1 (stereo unspecified)	-27	4	-11	-5	-0.4

item	M5 PAM	CHRM5 antagonist	M1 PAM	M5 ag
41	-6	7	13	-2
42	2	5	0	-1
43	-4	-1	-1	-8
44	5	-11	-12	-8
45	-2	5	-3	-3
46	0	-13	9	-17
47	9	4	8	7
48	2	5	10	1
49	0	-1	2	1
50	-1	-5	2	1
51	-3	2	2	2
